Source: PubChem BioAssay
BL2 CD40 inh – CD40 pathway inhibition in BL2 cells. BL2 NF-kB luciferase reporter, CD40L-induced, 4 h. inhibition, % at 10 µM. actives 0.94% (n = 83,000). AID 1053188;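 active means mean inhibition of at least 50% with a set share of replicates also reaching that level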;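 further: 0% = neutral control wells and 100% = IKK inhibitor VII at 50 µM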
The depositor's hits bear a star; & = joins results of further samples; [ ] = remark or other dose. Some of the compounds tested, so the mix of outcomes need not match the whole.

The first five entries as a preview:
SMILES | BL2 CD40 inh
O=C(NC1CCCCC1)N1CC(=O)N2[C@@H](CO)[C@H](c3ccc(-c4cccnc4)cc3)[C@@H]2C1 | -4.0
O=C1OC(CC(=O)N(Cc2nnc(-c3ccccc3Cl)o2)C2CC2)c2ccccc21 (stereo not given) | -6.8
O=C(COC(=O)c1ccc([N+](=O)[O-])cc1)Nc1ccc(Cl)cn1 | -1.3
Cc1noc2ncnc(N3CCN(c4cccc(Cl)c4)CC3)c12 | 3.0
Cc1ccc(S(=O)(=O)N(C)C[C@H]2OCc3cnnn3CCCC(=O)N([C@H](C)CO)C[C@H]2C)cc1 | -19.0

The whole of this part, previewed entries included:
SMILES | BL2 CD40 inh
O=C(NC1CCCCC1)N1CC(=O)N2[C@@H](CO)[C@H](c3ccc(-c4cccnc4)cc3)[C@@H]2C1 | -4.0
O=C1OC(CC(=O)N(Cc2nnc(-c3ccccc3Cl)o2)C2CC2)c2ccccc21 (stereo not given) | -6.8
O=C(COC(=O)c1ccc([N+](=O)[O-])cc1)Nc1ccc(Cl)cn1 | -1.3
Cc1noc2ncnc(N3CCN(c4cccc(Cl)c4)CC3)c12 | 3.0
Cc1ccc(S(=O)(=O)N(C)C[C@H]2OCc3cnnn3CCCC(=O)N([C@H](C)CO)C[C@H]2C)cc1 | -19.0
CCCNC(=O)N1C[C@@H]2N[C@H](C1)C2c1ccc(-c2cccc(OC)c2)cc1 (stereo not given in full) | -2.5&2.3
COc1cc(COCC(O)CN2CCc3ccccc3C2)cc(OC)c1OC (stereo not given) | 2.4
CCCc1cnc(N2CCN(S(C)(=O)=O)CC2)nc1 | -52.3
O=C(Nc1cccc(Cl)c1N1CCOCC1)c1cccnc1 | 8.0
Cc1cc(C)n(CCC(=O)N2CCN(S(=O)(=O)c3ccccc3)CC2)n1 | 8.0
O=[N+]([O-])c1cnc2ccccn12 | 5.1
CCOC(=O)C1(CC2CC2)CCN(Cc2cn[nH]c2-c2cccc(F)c2)CC1 | 6.2
COc1ccc(C(=O)NCC(=O)OCc2nc(N)nc(Nc3ccccc3C)n2)cc1 | -1.4
NCC(O)COc1ccc2c(c1)OCO2 (stereo not given) | -4.9
O=C1CSC(c2cccnc2)N1c1ccccc1 (stereo not given) | 5.5
O=C(O)COc1cnc2ccccc2n1 | 11.4
COc1ccc(C#Cc2ccc([C@H]3[C@@H](CO)N4CCCCN(Cc5ccccc5F)C[C@H]34)cc2)cc1 | -37.9
CS(=O)(=O)N1CCN(C(=O)c2ccncc2)CC1 | -13.7
Cc1ccc(S(=O)(=O)N2CCN(C(=O)COC(=O)COc3ccccc3)CC2)cc1 | 7.0
COc1cccc(/C=C/C(=O)OCC(=O)NC2CC2)c1OC | -15.8
O=C(Nc1ccccc1F)N[C@H]1C=C[C@@H](CC(=O)N2CCCCC2)O[C@@H]1CO | -0.5
COc1cccc(CN(C)C[C@H]2OCc3ccccc3-c3c(n(C)c4ccccc34)C(=O)N([C@@H](C)CO)C[C@@H]2C)c1 | 34.0
N#C[C@@H]1[C@@H](c2ccccc2-c2cccc(F)c2)[C@H](CO)N1C(=O)CN1CCOCC1 | -17.6[25 µM]
C[C@@H]1CN([C@H](C)CO)C(=O)c2c(c3ccccc3n2C)-c2ccccc2CO[C@H]1CN(C)S(=O)(=O)c1ccc(Cl)cc1 | 5.0
COc1ccc(C(C)N2CC34C=CC(O3)C(C(=O)OCC(C)C)C4C2=O)cc1 (stereo not given) | -3.6
O=C(COC(=O)CCC(=O)c1ccc(F)cc1)Nc1nnc(-c2ccccc2)o1 | -1.5
CS(=O)(=O)Nc1ccc2c(c1)[C@H]1C[C@@H](CC(=O)NCCc3ccccc3)O[C@H](CO)[C@H]1O2 | -4.4[25 µM]
CCOc1ncccc1C(=O)OCC(=O)Nc1ccc(S(=O)(=O)N2CCCC2)cc1 | 5.4
CCC(=O)NC[C@H]1[C@H](c2ccccc2)[C@@H](CO)N1C(=O)C1CC1 | 9.2[25 µM]
O=C(COC(=O)c1ncc(Cl)c(Cl)c1Cl)NNC(=O)c1ccccc1 | 3.1
CCCCC(CCC(=O)Nc1nccs1)C(=O)O (stereo not given) | 8.4
O=[N+]([O-])c1ccc(NN=Cc2ccc(O)cc2)nc1 | -62.9
CC(C)c1cn(CC[C@H]2CC[C@H](NC(=O)C3CCCCC3)[C@H](CO)O2)nn1 | -6.0
CC(CCc1ccccc1)NC(=O)CN1C(=O)NC2(CCCCC2)C1=O (stereo not given) | 4.2
CN(Cc1cccs1)C(=O)Cc1csc(-c2ccccc2)n1 | -70.4
O=C(c1cccc(F)c1)N1CCCCN2[C@@H](CO)[C@@H](c3ccc(-c4cncnc4)cc3)[C@@H]2C1 | -15.4[25 µM]
COC(=O)c1ccccc1NC(=O)c1cc(C2CC2)on1 | -13.7
CCOC(=O)CC1=NC(=O)CS1 | 4.3
N#C[C@@H]1[C@H](c2ccc(C3=CCCCC3)cc2)[C@H](CO)N1S(=O)(=O)c1ccccc1 | -0.7[25 µM]
O=C(CSc1ccc([N+](=O)[O-])cc1)c1ccccc1 | -29.6

Three entries from above, ordered by molecular weight, ascending.
SMILES | BL2 CD40 inh
CCOC(=O)CC1=NC(=O)CS1 | 4.3
CN(Cc1cccs1)C(=O)Cc1csc(-c2ccccc2)n1 | -70.4
CC(C)c1cn(CC[C@H]2CC[C@H](NC(=O)C3CCCCC3)[C@H](CO)O2)nn1 | -6.0

Going on with the list.
SMILES | BL2 CD40 inh
COC1CCN(Cc2c(C(=O)N3CCc4ccccc4C3)nc3ccc(Cl)cn23)CC1 | 1.3
COc1ccc(CNC(=O)c2ccc(NC(=O)C3CCCO3)cc2)cc1 (stereo not given) | -21.5
CC(=O)c1cc(CN2CCN(C3CCN(C(C)C)CC3)C(CCO)C2)cs1 (stereo not given) | 14.7
CC(C)N1CCC(N2CCN(Cc3cc(F)ccc3-n3cccn3)CC2CCO)CC1 (stereo not given) | 3.8
COC(=O)c1sc(C(F)(F)F)c(-c2ccccc2)c1S(=O)(=O)N1CCOCC1 | 14.9
CC(C)C(NS(=O)(=O)c1cccc(C(F)(F)F)c1)C(=O)O (stereo not given) | 1.2
O=C(C1CCN(S(=O)(=O)c2cccc3nsnc23)CC1)N1CCCc2ccccc21 | -5.5
Cc1ccc2nc(SCC(=O)N3CCCCCC3)nc(=O)n2c1 | -10.2
O=C(Nc1cccc(-c2nc3ncccc3o2)c1)c1ccco1 | -2.2
CS(=O)(=O)N1Cc2cc(C(=O)O)nc(-c3cccc(-c4ccccc4F)c3)c2[C@H]1CCO | 0.9[25 µM]
CN(C)C(=O)C[C@H]1C=C[C@H](NC(=O)c2ccc(F)cc2)[C@@H](CO)O1 | -5.3[25 µM]
CO[C@H]1CN(C)C(=O)c2cc(NC(=O)c3ccc(F)cc3)ccc2OC[C@H](C)N(C(=O)CC2CC2)C[C@@H]1C | -0.4[25 µM]
CN(C)c1nc2n(c(=O)n1)CCO2 | -0.1
O=C(N/N=C/c1cccn1-c1ccc([N+](=O)[O-])cc1)C(O)c1ccccc1 (stereo not given) | -0.4
CCOC(=O)c1c(SC)[nH]c2c(Cl)cccc2c1=O | 0.9
CC(C)C#Cc1ccc([C@H]2[C@@H](C#N)N(C(=O)c3cccc(F)c3)[C@@H]2CO)cc1 | -28.1[25 µM]
CCc1ccc(C(=O)C(C)OC(=O)c2nc3nc(C)cc(C)n3n2)cc1 (stereo not given) | 31.0
O=C(C[C@@H]1CC[C@@H]2[C@H](COC[C@H](O)CN2Cc2ccc(Oc3ccccc3)cc2)O1)N1CCN(c2ccccc2)CC1 | 13.8[25 µM]
COc1ccc(CNC(=O)N(C)C[C@H]2OCc3ccccc3-c3ccccc3C(=O)N([C@H](C)CO)C[C@@H]2C)cc1 | -21.1[25 µM]
O=C(C[C@H]1C=C[C@H](NC(=O)NC2CCCC2)[C@@H](CO)O1)NCc1ccc(F)cc1 | -8.7
Cc1ccc(NC(=O)CN(C)C(=O)c2ccccc2OCc2c(C)noc2C)cc1 | -7.2
O=C(/C=C/c1ccc(-c2ccc(F)cc2)o1)N1CCCC1 | -97.0
Cc1ccc(OCC(=O)N(C)CC(=O)Nc2ccc(N3CCOCC3)cc2)cc1 | 2.2
COC(=O)c1ccccc1S(=O)(=O)N1CCC(C(=O)NC2=NCCS2)CC1 | 2.8
O=C(CCn1c(=O)oc2ccccc21)NCc1ccco1 | -1.0
O=C(c1ccc2nc(-c3ccccc3)c(-c3ccccc3)nc2c1)N1CCCCC1 | 6.0
COc1ccc(S(=O)(=O)N2C[C@H](O)COC[C@H]3O[C@H](CC(=O)N[C@@H]4CCN(Cc5ccccc5)C4)CC[C@@H]32)cc1 | 2.6[25 µM]
Cc1ccccc1NC(=O)C1(C)Cc2ccccc2C(=O)O1 (stereo not given) | 3.9
C/C(=N\N(Cc1ccccc1)c1ccccc1)c1cccnc1 | 0.4
O=C(CC(Nc1ccccc1)c1ccccc1)C1CC1 (stereo not given) | 5.9
CC(=O)N1CCCCN2[C@H](C1)[C@@H](c1ccc(Br)cc1)[C@@H]2CO | -2.2[25 µM]
N#Cc1c(-c2ccco2)cc(-c2ccccn2)nc1N | -47.8
CCC(C)C(NC(=O)[C@@H](NC(=O)c1ccccc1F)C(C)C)C(=O)OC (stereo not given in full) | 18.0
CC(C)N(Cc1ccccc1)C(=O)COC(=O)C1CCCCC1 | 10.6
CN1C(=O)c2ccccc2Sc2ccc(NC(=O)NC3CC3)cc21 | 7.7
Cc1ccc(SCc2cc(=O)n3[nH]c(C)nc3n2)cc1 | 0.3
O=C(Nc1cccnc1)c1cccc(S(=O)(=O)Nc2ccccc2F)c1 | -1.5
CC1CCCC(C)N1C(=O)COC(=O)c1ccc(Br)o1 (stereo not given) | -16.4
COCCCNc1cc(C)nc2ccccc12 | -5.0
CCN(CC(=O)Nc1ccc(NC(C)=O)cc1)C(=O)CCCc1nc2ccccc2s1 | 6.3
Cc1ccc(S(=O)(=O)Nc2cc3c4c(c2)CCN4C(=O)CC3)cc1 | 1.3
Cc1c(C(=O)N2CCCC2)c(S(=O)(=O)Nc2ccccc2)c(C)n1C | 5.6
CC1=NN(C(=O)CCc2ccccc2)C(O)(c2ccncc2)C1 (stereo not given) | 10.2
O=C(O)c1ccc(Nc2nc3c(s2)CCCC3)cc1 | 72.0*
COc1ccc2oc(=O)c(C(=O)Nc3ccccc3-c3ccccc3)cc2c1 | 22.1
Cc1ccnc(NC(=O)CNC(=O)Cc2cccc3ccccc23)c1 | -20.6
O=C(C1CCCCC1)N1CC2(C1)[C@H](c1ccccc1)[C@H](CO)N2C(=O)c1cccnc1 | -6.8[25 µM]
C[C@H](NC(=O)[C@H]1N2C(=O)c3ccccc3C2SC1(C)C)C(=O)N1CCCCC1 (stereo not given in full) | 8.5
CC(Oc1ccccc1)C(=O)N=Nc1c(O)[nH]c2ccc(Br)cc12 (stereo not given) | 4.3
O=C(Nc1ccccc1)c1cc(C2CCCCN2C(=O)c2ccc3c(c2)CCO3)on1 (stereo not given) | 5.5
Cc1ccc(N2CC(C(=O)Nc3cc(Cl)ccc3-n3cncn3)CC2=O)cc1 (stereo not given) | 8.1
Cc1ccc(N2CC(NS(=O)(=O)c3cccnc3)CC2=O)cc1 (stereo not given) | -9.4
Cc1cc(C)cc(NC(=O)C(=O)NCC2CCCN2S(=O)(=O)c2cccs2)c1 (stereo not given) | -16.0
CCOC(=O)c1[nH]cnc1C(=O)Nc1ccccn1 | 9.0
Cn1c(=O)c2c(nc(SCc3cccnc3)n2Cc2ccccc2)n(C)c1=O | 3.6
Cc1cc(NC(=O)Cn2c(=O)oc3ccc(Cl)cc32)no1 | 10.8
CN(Cc1cccs1)C(=O)CCCc1c[nH]c2ccccc12 | -88.0
O=C1CC(c2cccc(Cl)c2)C(n2cncn2)C(=O)C1C1NCCc2ccccc21 (stereo not given) | 11.9
Fc1cccc(-c2ccc(C3[C@H]4CNC[C@@H]3N4CC3CCOCC3)cc2)c1 (stereo not given in full) | -6.6[25 µM]
COc1ccccc1N(Cc1ccccc1)S(=O)(=O)c1cccc(C(=O)Nc2ncccc2C)c1 | 3.2
(cont.)
SMILES | BL2 CD40 inh
CCc1nnc(NC(=O)Cc2ccc(OC)c(OC)c2)s1 | 4.0
CSc1cnn(-c2ccccc2)c(=O)c1SC | 5.4
O=C(NC1CCCC1)N1CCCCN2[C@H](CO)[C@@H](c3ccc(-c4cccnc4)cc3)[C@@H]2C1 | 1.6[25 µM]
O=C(Nc1ccc(F)cc1)C1CC(=O)N(Cc2ccco2)C1 (stereo not given) | 8.3
COc1ccc(-c2cc(C(=O)OCC(=O)N(C)C3CCS(=O)(=O)C3)c3ccccc3n2)cc1OC (stereo not given) | -33.2
CCN(CC)CC1CN(N=Cc2ccc([N+](=O)[O-])o2)C(=O)O1 (stereo not given) | 1.7
Cn1c(=O)c2[nH]cnc2n(C)c1=O | 18.2&10.8
O=C(COC(=O)c1cccc(S(=O)(=O)N2CCCC2)c1)c1ccc(F)cc1 | 3.1
CN(Cc1cccnc1)Cc1cn(Cc2ccccc2)nc1-c1ccc2c(c1)OCO2 | -35.0
O=C(COC(=O)c1cccc(S(=O)(=O)N2CCCC2)c1)NCc1ccccc1 | 15.4
C[C@H](CO)N1C[C@H](C)[C@@H](CN(C)C(=O)CCC(F)(F)F)OCc2cnnn2CCCC1=O | 9.3[25 µM]
O=C(CN1CCOCC1)N[C@@H]1CC[C@@H](CCNC(=O)C2CCCC2)O[C@@H]1CO | -7.8
OC(COc1ccc2c(c1)CCC2)Cn1cnc2ccccc21 (stereo not given) | -0.6
O=C(CN1CCOCC1)N1C[C@@H]2N[C@H](C1)C2c1ccc(/C=C/c2ccccc2)cc1 (stereo not given in full) | 8.9&-15.8[25 µM]
COc1cccc(CN(C)C(=O)CNC(=O)c2sc3ccccc3c2Cl)c1OC | 1.7
CSc1ncccc1C(=O)N1CCN(S(=O)(=O)c2ccc3ccccc3c2)CC1 | 7.0

Exported with the structure last: three of the compounds above.
BL2 CD40 inh | SMILES
3.1 | O=C(COC(=O)c1cccc(S(=O)(=O)N2CCCC2)c1)c1ccc(F)cc1
-35.0 | CN(Cc1cccnc1)Cc1cn(Cc2ccccc2)nc1-c1ccc2c(c1)OCO2
15.4 | O=C(COC(=O)c1cccc(S(=O)(=O)N2CCCC2)c1)NCc1ccccc1

2 records drawn at random from those above, as already listed:
SMILES | BL2 CD40 inh
CCN(CC)CC1CN(N=Cc2ccc([N+](=O)[O-])o2)C(=O)O1 (stereo not given) | 1.7
O=C(NC1CCCC1)N1CCCCN2[C@H](CO)[C@@H](c3ccc(-c4cccnc4)cc3)[C@@H]2C1 | 1.6[25 µM]
